mIDH1 inhibitor: inhibitors of human mutant IDH1 R132H. O75874. IDH1-R132H enzyme, NADPH consumption, diaphorase/resazurin fluorescence. Potency, µM (highest dose often 76.6 µM), without a hit: at the top dose activity change, negative = inhibition, usual class: inhibitors. hit rate 0.093% among 390,000; also: potency is read from the fitted curve at half-maximal effect; % is scaled to controls: 0 for no effect and ±100 for the full control effect; nearly all actives have a fitted effect of over 65% in size
Target sequence (O75874 whole entry R132H, stated change not applied): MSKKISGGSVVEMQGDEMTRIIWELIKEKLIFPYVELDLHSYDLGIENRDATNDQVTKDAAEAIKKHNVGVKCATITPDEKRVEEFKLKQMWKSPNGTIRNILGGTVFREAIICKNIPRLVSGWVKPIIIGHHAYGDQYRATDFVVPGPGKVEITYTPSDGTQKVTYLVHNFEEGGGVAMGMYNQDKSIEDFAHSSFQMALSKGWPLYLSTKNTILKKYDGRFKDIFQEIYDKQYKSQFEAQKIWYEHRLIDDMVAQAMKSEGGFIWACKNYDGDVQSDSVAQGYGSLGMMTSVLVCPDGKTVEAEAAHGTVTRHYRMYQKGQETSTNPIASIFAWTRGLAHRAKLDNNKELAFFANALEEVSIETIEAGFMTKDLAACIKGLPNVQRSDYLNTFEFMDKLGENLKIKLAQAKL
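IDH1-R132H (0.5 ug/mL dispensed) in pH 7.5 Tris buffer was preincubated 30 min with compound, then given a substrate mix of 0.016 mM NADPH and 2 mM alpha-KG for 80 min at room temperature; remaining NADPH was read by diaphorase/resazurin fluorescence.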
LDHA inh: inhibitors of human lactate dehydrogenase A. P00338. purified LDHA, NADH/diaphorase-resazurin fluorescence; hits give low values. activity change, % (values are at about 110 or 230 µM). hit rate 0.15% among 480,000. AID 1347041; in the data active = activity change below about -30%; inconclusive = mostly about -25% to -30%;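 also: plate controls were DMSO wells for no effect and wells without enzyme for full effect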
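Resorufin fluorescence (ex540/em590), read at 0 and 20 min after diaphorase/resazurin addition, reports the NADH left after a 5 min room-temperature reaction of 2 nM human LDH5 with 0.06 mM NADH and 0.2 mM pyruvate.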
TrxR1 substrate: rat thioredoxin reductase 1 substrate activity; O89049; purified TrxR1 substrate turnover, NADPH consumption readout; Potency, µM (doses to about 114 µM), for the others: at the top dose activity change, negative = substrate turnover; hit rate 0.01% among 390,000; also: potency is read from the fitted curve at half-maximal effect; % is scaled to controls: 0 for no effect and ±100 for the full control effect; nearly all actives have a fitted effect of over 50% in size
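Rat TrxR1, dispensed at 90 nM, was prereduced with 400 uM NADPH (final) for 5 min at ~22 deg C, then incubated with compound 15 min before 400 uM selenite. A first-read NADPH fluorescence drop versus no-compound background flagged substrates.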
Vif-A3G inh: Vif-A3G binding inhibition. Potency, µM (titrated, usually from 46.1 µM), without a hit: at the highest dose activity, negative = active, actives largely listed as inhibitors. AID 602310. hit rate 0.076% among 410,000. HeLa A3G-eYFP + Vif (tagged APOBEC3G with the HIV-1 protein that degrades it), YFP fluorescence, overnight;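 also: potency is read from the fitted curve at half-maximal effect; % is scaled to controls: 0 for no effect and ±100 for the full control effect; nearly all actives have a fitted effect of over 60% in size; hits raise eYFP signal because A3G escapes Vif-driven loss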
Target sequence (Q9HC16 whole entry, looked up): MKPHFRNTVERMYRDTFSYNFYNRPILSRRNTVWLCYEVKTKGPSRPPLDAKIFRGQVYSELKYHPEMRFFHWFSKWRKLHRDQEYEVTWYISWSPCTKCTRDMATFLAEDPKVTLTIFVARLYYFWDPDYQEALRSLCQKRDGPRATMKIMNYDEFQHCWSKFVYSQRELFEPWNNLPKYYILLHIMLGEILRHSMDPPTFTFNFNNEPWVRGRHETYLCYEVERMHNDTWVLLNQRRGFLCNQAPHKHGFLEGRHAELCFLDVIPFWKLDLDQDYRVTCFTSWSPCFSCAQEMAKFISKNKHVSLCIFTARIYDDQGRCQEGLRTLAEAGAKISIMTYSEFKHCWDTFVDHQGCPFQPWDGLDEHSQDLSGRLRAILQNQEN
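Read-out is eYFP fluorescence (Ex 488/Em 500-530) from Vif-expressing HeLa A3G-eYFP cells; more signal means A3G escaped Vif-mediated degradation. Cells plated overnight, compound pinned in, incubated overnight at 37 deg C.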
TrxR1 inh: inhibitors of rat thioredoxin reductase 1; recombinant rTrxR1, NADPH fluorescence consumption, selenite substrate; Potency, µM (series often up to 114 µM), for inactives: at the top dose activity change, negative = inhibition, hits mostly inhibitors; hit rate 1% among 390,000; AID 588453; also: potency is read from the fitted curve at half-maximal effect; % is scaled to controls: 0 for no effect and ±100 for the full control effect; nearly all actives have a fitted effect of over 65% in size
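Rat TrxR1 (90 nM in the dispensed reagent) was pre-reduced with 400 uM NADPH for 5 min at room temperature, then incubated with compound for 15 min. After 400 uM selenite was added, NADPH fluorescence (Ex 340/Em 450 nm) was followed for 8 min.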
RGS4 inh: blocks human RGS4-accelerated GTP hydrolysis; P49798; Transcreener GDP fluorescence polarization, RGS4-accelerated GTP hydrolysis; Potency, µM (doses to about 114 µM), without a hit: top-dose activity change, negative = inhibition, actives largely listed as inhibitors; hit rate 0.039% among 390,000; AID 504845; also: potency is read from the fitted curve at half-maximal effect; % is scaled to controls: 0 for no effect and ±100 for the full control effect; nearly all actives have a fitted effect of over 75% in size; some results filed as inactive show a strong effect at the top dose
Target sequence (P49798 whole entry, looked up): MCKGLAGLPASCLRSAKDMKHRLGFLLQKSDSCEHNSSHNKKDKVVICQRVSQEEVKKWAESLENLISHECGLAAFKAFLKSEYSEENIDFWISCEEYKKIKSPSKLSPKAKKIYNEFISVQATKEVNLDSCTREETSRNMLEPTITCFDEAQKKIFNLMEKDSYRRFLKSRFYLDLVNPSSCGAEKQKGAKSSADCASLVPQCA
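MLSMR compounds (23 nl, pin-transferred) preincubated 10 min at room temperature with a 500nM (2x) first reagent, then RGS4 at 900nM (2x) plus Transcreener GDP mix added; fluorescence polarization (620/688 nm) read before and after 90 min at 30 °C.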
Vif-APOBEC3F blk: inhibitors of Vif-A3F interaction; HeLa A3F-eYFP + Vif (tagged APOBEC3F with the HIV-1 protein that degrades it), YFP fluorescence increase; Potency, µM (highest dose often 46.1 µM), for the others: at the highest dose activity, negative = active; hit rate 0.2% among 390,000; AID 602313; also: potency is read from the fitted curve at half-maximal effect; % of control where 0% means no effect; nearly all actives have a fitted effect of over 65% in size
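Fluorescence increase (Ex 488/Em 500-530) after overnight compound treatment at 37 deg C flags inhibition of Vif-driven A3F-eYFP loss in stable HeLa A3F-eYFP/Vif cells seeded overnight beforehand.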
USP1-UAF1 inh: inhibitors of human USP1/UAF1 deubiquitinase | AID 743255 | hit rate 0.23% among 390,000 | Potency, µM (titrated, usually from 57.1 µM), for inactives: at the highest dose activity change, negative = inhibition, usual class: inhibitors | recombinant USP1/UAF1, Ub-Rhodamine cleavage fluorescence; also: potency is read from the fitted curve at half-maximal effect; % is scaled to controls: 0 for no effect and ±100 for the full control effect; nearly all actives have a fitted effect of over 60% in size; inactives centre near -12
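In this screen, compounds sit with the deubiquitinase complex (1nM) for 15 min at room temperature before Ub-Rho is added at 150nM final. Fluorescence rise is then followed for 6 reads every 60 seconds.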
GRP78 ERSR act: inducers of ER stress response in human glioma cells | Potency, µM, inactives show top-dose activation, hits mostly activators | AID 602332 | hit rate 0.02% among 420,000 | U87-MG GRP78 promoter luciferase reporter, 16 h; also: potency is read from the fitted curve at half-maximal effect; series mostly up to about 76 µM; % of control where 0% means no effect; nearly all actives have a fitted effect of over 35% in size
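Stably transfected U87-MG human glioma cells carrying a GRP78-based luminescent sensor were seeded at 1000 cells/well, pin-dosed with compounds and incubated 16 h. Luciferase reagent was then added, and end-point luminescence was read after 10 min at room temperature.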
Starred values were filed as active, the others as inactive; ? = inconclusive; . = no result given; & = joins results of further samples; [ ] = remark or other dose. Unless noted, calls follow the shape of the dose curve; as a rule, active = well fitted curve in the direction sought with a large enough effect; inconclusive = small, poorly fitted or top-dose-only effect, or another doubt; inactive = no such curve, though single readings can be large; an effect the other way counts as inactive or inconclusive. An excerpt; count on the stated rates, not on these rows.

Molecule	RGS4 inh	GRP78 ERSR act	LDHA inh	TrxR1 inh	Vif-APOBEC3F blk	Vif-A3G inh	mIDH1 inhibitor	USP1-UAF1 inh	TrxR1 substrate
NC(=O)c1ccc(NS(=O)(=O)c2ccc(Br)s2)cc1	-8.4%	-1.9%	0.1	2.6%	-9.4%	1.8%	1.5%	-7.7%	5.5%
Cc1c(NC(=O)C(C)OC(=O)[C@@H](NC(=O)c2ccccc2)C(C)C)c(=O)n(-c2ccccc2)n1C (stereo not given in full)	3.3%	1.9%	-0.9	6.5%	-4.4%	-4.6%	1.4%	-13.6%	9.9%
CS(=O)(=O)c1nc(S(=O)(=O)c2ccc(Cl)cc2)c(N2CCC3(CC2)OCCO3)s1	9.2%	-4.3%	-7.4	50.6%[activator]	-1.8%	-0.3%	-0.9%	-28.3%	4.5%
COc1ccc(Cl)cc1NC(=O)C[n+]1cccc(C)c1	11.1%	-3.3%	-7.6	15.2%	-0.2%	-3.5%	1.5%	-14.9%	6.3%
O=C(Cc1ccccc1)Nc1c(C(=O)N2CCOCC2)cnn1-c1ccccc1	-11.3%	-3.7%	-3.2	17.7%	-9.6%	1.7%	-3.0%	4.5%	-5.0%
O=C(Cc1ccccc1)NN1C(=O)C2C(C1=O)C1C=CC2C12CC2 (stereo not given)	9.8%	-2.4%	-10.2	10.9%	-16.6%	-1.3%	1.2%	-0.5%	5.8%
COc1ccc(C(=O)NC(C(=O)NCc2ccccn2)C(C)C)cc1 (stereo not given)	-7.6%	-0.4%	1.9	0.2%	.	0.1%	2.1%	-0.3%	-5.4%
Cc1ccc(NC(=S)NNC(=O)c2ccccc2O)c(C)c1	-21.8%	4.3%	4.1	-12.3%	-4.4%	-20.0%	-8.6%	-8.1%	-3.5%
O=C(NNC(=O)C1CC1)c1cc(Cl)nc2ccccc12	33.0%	-1.7%	-3.8	15.0%	1.2%	-2.3%	-3.3%	-7.6%	0.5%
Nc1nc(SCC(=O)Nc2ccccc2)[nH]c(=O)c1NC(=O)c1cccs1	-10.2%	-1.9%	-0.9	14.2%[57.1 µM]	-11.3%	1.6%	-1.6%	-23.7%	5.7%[57.1 µM]
COc1ccc(NC(=O)Cn2nnc3sc4c(c3c2=O)CCC(C)C4)c(OC)c1 (stereo not given)	-16.7%	-4.0%	4.3	-11.5%	?	-6.9%	0.0%	-14.1%	-10.2%
CCOC(=O)c1c(NC(=O)CN2CCCc3ccccc32)sc(C(C)=O)c1C	-8.9%	-2.6%	-9.3	-1.5%	0.0%	-0.4%	7.0%	0.4%	-1.6%
COc1cc(CNC(=O)c2sc3ncccc3c2-n2cccc2)cc(OC)c1OC	-21.5%	0.5%	0.4	13.1%[57.1 µM]	1.6%	-3.0%	15.6%	-20.4%	2.2%[57.1 µM]
CC(C)CN(C(=O)c1ccc(-n2cncn2)c([N+](=O)[O-])c1)C1CCS(=O)(=O)C1 (stereo not given)	0.1%	-3.9%	1.3	-4.1%	3.9%	0.0%	11.4%	-19.5%	-5.3%
CN1N=C(N)c2cn(C3OC(COP(=O)(O)O)C(O)C3O)c3ncnc1c23 (stereo not given)	10.6%	0.8%	-31.9*	13.4%[11.4 µM]	2.3%	-3.4%	0.6%	?	6.3%[57.1 µM]
CCCOc1ccc2oc(=O)c3c(c2c1)CCCN3C(=O)CN1CCCC(C(=O)OCC)C1 (stereo not given)	-34.2%	-0.7%	-1.0	2.3%[57.1 µM]	-0.2%	0.2%	2.0%	-0.5%	10.7%[57.1 µM]
COc1cccc(CNC(=O)c2ccc(-c3nc(CSc4ccccc4)c(C)o3)cc2)c1	11.8%	0.8%	5.9	19.6%	0.1%	0.9%	7.2%	-31.7%	21.9%
Cc1cc(C)n2c(Nc3ccccc3)c(-c3ccccc3)nc2n1	7.1%	0.7%	-2.7	4.5%	1.7%	-15.4%	-6.4%	24.5%	0.6%
c1ccc2sc(SCc3ccc(-c4nnco4)cc3)nc2c1	-19.3%	2.5%	-6.6	10.6%[57.1 µM]	5.4%	0.1%	0.9%	-20.5%	2.6%[57.1 µM]
CC(C)(C)c1ccc(OCCCNC2CCCC2)cc1	3.3%	-5.5%	-14.8	10.1%	0.4%	-0.6%	15.7%	-6.6%	-2.1%
CCn1cc(C(=O)NCc2ccc(C)cc2)c(=O)c2cc(S(=O)(=O)N3CCC(C)CC3)ccc21	-17.7%	-2.1%	4.3	22.8%	-1.8%	4.2%	1.7%	-21.3%	3.3%
O=C(COC(=O)c1ccccc1C(=O)c1ccc(Cl)c([N+](=O)[O-])c1)NC1CCCCCC1	10.4%	-14.9%	-4.6	?	-7.5%	?	-3.2%	-16.8%	1.8%[57.1 µM]
CN(C)CC/C=C1\c2cc(F)ccc2CSc2ccccc21	-2.5%	-4.6%	-4.1	-7.1%	1.4%	5.4%	0.9%	-14.9%	-6.4%
CCc1sc(C(=O)N2CCN(CC(=O)Nc3cccc(F)c3)CC2)cc1C	-9.4%	4.9%	2.7	16.3%	-0.6%	3.1%	0.1%	-20.0%	2.8%
C#CCOCCOCCOCCNc1nc(N2CCOCC2)nc(N2CCN(C(=O)[C@H](Cc3cc4ccccc4[nH]3)n3cc([C@@H](N)Cc4ccc(O)cc4)nn3)CC2)n1	-20.1%	-0.6%	-9.3	-0.2%	4.6%	-4.3%	-10.4%	21.3%	-5.5%
N/C(=N\OC(=O)c1ccc(Br)o1)c1ccccn1	-1.2%	-14.6%	-7.6	16.6%[57.1 µM]	-12.4%	-6.4%	-1.1%	4.7%	5.5%[57.1 µM]
CCC(CC)C(=O)Nc1cccc(-c2nc3ccccc3o2)c1	-1.8%	-0.6%	0.3&6.8	9.1%	-0.4%	-1.3%	-3.8%	9.6%	9.7%
O=C(Cn1cc(/C=N/NC(=O)c2cccc3ccccc23)c2ccccc21)Nc1ccc(F)cc1	3.8%[56.9 µM]	-4.0%	-3.5	22.7%[57.1 µM]	4.7%	0.7%	-3.1%	-12.1%	6.3%[57.1 µM]
CCn1cc(C(=O)NCC(=O)NC(C)(C)CO)c(=O)c2cc3c(cc21)OCO3	7.3%	4.8%	8.1	2.6%[57.1 µM]	1.0%	-6.5%	-5.8%	-22.8%	2.4%[57.1 µM]
CCN(CC)S(=O)(=O)c1cc(C(=O)OCC(=O)NC(=O)c2cccn2C)ccc1C	7.2%	-0.7%	-6.2	-7.4%	-0.4%	1.8%	-5.6%	-17.5%	-7.1%

Entries of single compounds from above. Order of values: RGS4 inh | GRP78 ERSR act | LDHA inh | TrxR1 inh | Vif-APOBEC3F blk | Vif-A3G inh | mIDH1 inhibitor | USP1-UAF1 inh | TrxR1 substrate
CCn1cc(C(=O)NCC(=O)NC(C)(C)CO)c(=O)c2cc3c(cc21)OCO3 is entered as 7.3% | 4.8% | 8.1 | 2.6%[57.1 µM] | 1.0% | -6.5% | -5.8% | -22.8% | 2.4%[57.1 µM]
COc1cccc(CNC(=O)c2ccc(-c3nc(CSc4ccccc4)c(C)o3)cc2)c1 is entered as 11.8% | 0.8% | 5.9 | 19.6% | 0.1% | 0.9% | 7.2% | -31.7% | 21.9%

(next part)
Molecule	RGS4 inh	GRP78 ERSR act	LDHA inh	TrxR1 inh	Vif-APOBEC3F blk	Vif-A3G inh	mIDH1 inhibitor	USP1-UAF1 inh	TrxR1 substrate
Cc1ccccc1Cn1ccc(NC(=O)c2cnn3cccnc23)n1	-5.1%	2.5%	-2.0	-4.4%	-3.3%	-0.2%	-0.6%	4.3%	-4.6%
CCN(CC)S(=O)(=O)c1ccc(/C=C/C(=O)Nc2ccc(N3CCOCC3)cc2)cc1	5.1%	-5.9%	-1.4	24.5%	15.5%	-0.3%	-3.0%	-0.8%	-10.0%
CCOC(=O)C1=C(N)OC2=C(C(=O)CC(C)(C)C2)C1c1ccco1 (stereo not given)	0.4%	-3.8%	-2.9	?	1.7%	-0.8%	0.0%	-1.5%	-16.4%
CCCC(=O)N(Cc1cc(=O)[nH]c2ccccc12)c1ccc(C)cc1C	-4.3%	-3.7%	-2.6	4.9%	1.7%	3.4%	0.5%	-4.1%	-2.6%
CCCN1C2CCCC1CC(NC(=O)c1cc(OC)cc(OC)c1)C2 (stereo not given)	3.4%	-3.1%	-4.9	37.8%[activator]	-1.7%	3.0%	-4.2%	-20.8%	5.6%
COC(=O)c1c(C)oc2ccc(OC(=O)N3CCOCC3)cc12	-5.5%	-4.3%	-1.5	11.4%	2.1%	0.7%	11.4%	-12.7%	11.1%
O=C(NCc1ccc(F)cc1)c1ccc(CS(=O)Cc2ccccc2Cl)o1 (stereo not given)	23.8%	-2.3%	-4.2	-31.5%	0.8%	0.8%	-6.4%	-10.3%	-1.8%
CCOCc1cc(C2NC(=O)NC(C)=C2C(=O)OCC)ccc1OC (stereo not given)	16.0%	-6.4%	-1.5	-11.0%	-0.9%	-2.9%	5.8%	-10.6%	7.6%[57.1 µM]
CCOc1ccc(C(=O)NCC2CCCO2)cc1OCC (stereo not given)	19.9%	-2.0%	-6.9	7.9%	-0.8%	1.4%	-4.4%	-7.3%	-2.8%
O=C(OCC(=O)N1CCc2ccccc2C1)c1cccs1	-6.6%	3.2%	-6.6	12.7%[57.1 µM]	-5.8%	-5.3%	3.9%	-5.4%	2.0%[57.1 µM]
